Screens from PubChem.
Bcl-B displacement – displacers of TR3 peptide from Bcl-B, primary screen, selectivity assay for Bfl-1 inhibitor project, biochemical, fluorescence polarization. FP displacement of FITC-TR3 peptide from Bcl-B; higher % means a stronger effect. displacement, % at 20 µM, or IC50 in µM where a hit was titrated. actives 0.11% (n = 96,000);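 active = displacement above 50% at 20 µM plus a fluorescence interference ratio under 1.5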;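 also: plate controls were wells without compound for no effect and wells lacking Bcl-B protein for full effect; a part of the inactive calls stands beside numbers as strong as those of hits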
MRP reversal – MRP-mediated drug resistance reversal | actives 0.04% (n = 85,000) | H69AR cells + 2 uM doxorubicin, CellTiter-Glo, 72 h | differential viability (reversal), % at 10 µM;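 active = viability drop by adding the cancer drug above about 55%, with treated viability meeting a 40% cutoff, limit read from the data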;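 also: viability without doxorubicin minus viability with 2 µM doxorubicin for each compound; larger differential means the compound sensitizes cells more to doxorubicin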
MRP reversal cytotoxicity – further read-out of MRP reversal, marked with its call; viability, %; H69AR cells, CellTiter-Glo, 72 h; measured here: cytotoxicity without doxorubicin
MRP reversal with doxorubicin – second read-out of MRP reversal, no call of its own (marks repeat the call); viability, %; measured here: viability with 2 uM doxorubicin; hits give low values
* hit, by the source's call; / = not tested or not shown. A portion of the library; the hit share may differ from the screen's.

#	smiles	Bcl-B displacement	MRP reversal
1	Cc1ccc(N2CCN(C(=O)C3CCN(S(=O)(=O)c4cccc5nsnc45)CC3)CC2C)cc1 (stereo not drawn)	/	-4
2	Cc1cccn2c(=O)c3cc(C#N)c(=NC(=O)c4ccncc4)n(Cc4ccco4)c3nc12	/	21
3	CCN(CC)CCCN(Cc1cc2cc(OC)ccc2[nH]c1=O)C(=O)Nc1ccccc1	/	-4
4	Cc1nc(C)c(C)nc1C	/	-4
5	Cc1cc2cc(CNC(=O)c3ccc(S(=O)(=O)N4CCOCC4)cc3)ccc2[nH]1	/	13
6	CCSc1nc(-c2cccs2)nc2c1c(=O)n(C)c(=O)n2C	/	-5
7	COCCNC(=O)CN(C)S(=O)(=O)c1ccc(Br)cc1	/	-2
8	CN(C)S(=O)(=O)N1CCC(Cc2ccccc2)CC1	/	16
9	CC(=O)OCC(=O)[C@@]1(O)[C@H](C)C[C@H]2[C@@H]3CCC4=CC(=O)C=C[C@]4(C)[C@@]3(F)[C@@H](O)C[C@@]21C	/	-12
10	COC(=O)c1ccc2c(c1)N(C)CCS2	/	10

#	MRP reversal cytotoxicity	MRP reversal with doxorubicin
1	77	81
2	62	40
3	89	93
4	88	93
5	82	68
6	51	56
7	105	107
8	98	82
9	82	94
10	103	93

Next section.
#	smiles	Bcl-B displacement	MRP reversal
11	CCCCNC(=O)C(C#N)c1nc2ccccc2nc1N1CCN(Cc2ccc3c(c2)OCO3)CC1 (stereo not drawn)	/	4
12	Cc1c(C(=O)NCc2ccoc2)oc2ccc3c(c12)C(=O)CC(C)(C)O3	/	-5
13	O=C(CCc1nc2ccccc2[nH]1)N1CCN(C(=O)c2ccco2)CC1	/	11
14	CCC[C@@H]1C[C@@H](C(=O)N[C@H]([C@@H](C)O)[C@H]2O[C@H](SC)[C@H](O)[C@@H](O)C2O)N(C)C1 (stereo partly drawn)	/	-2
15	Nc1nc(Cl)nc2c1ncn2[C@@H]1O[C@H](CO)[C@@H](O)[C@H]1O	/	-21
16	COc1ccc(CCN2CCC(Nc3nc4ccccc4n3Cc3ccc(F)cc3)CC2)cc1	/	0
17	O=C(NCCc1c[nH]c2ccccc12)c1cnc2n(c1=O)CCS2	/	-6
18	COC(=O)C1(S(=O)(=O)c2cccc3nsnc23)CC1	/	3
19	Cc1cc(C(=O)O)c(CSc2ncn[nH]2)o1	/	0
20	CCSc1nnc(Cc2cc(=O)[nH]c(=O)[nH]2)n1-c1ccc(Cl)cc1	/	-3

#	MRP reversal cytotoxicity	MRP reversal with doxorubicin
11	88	84
12	75	81
13	98	87
14	91	93
15	18	39
16	1	2
17	74	80
18	98	96
19	96	96
20	92	95

(list continues)
#	smiles	Bcl-B displacement	MRP reversal
21	Cc1cccc2nc(CSc3nc4[nH]ncc4c(=O)n3-c3ccccc3Cl)cc(=O)n12	/	-10
22	Cc1c(C(=O)N2CCCC2)oc2c1-c1[nH]ncc1CC2	/	30
23	CCOC(=O)C1=C(C)NC(C)=C(C(=O)OC)C1c1cccc([N+](=O)[O-])c1 (stereo not drawn)	/	-10
24	NC(=O)C1CCCNC1 (stereo not drawn)	/	-1
25	CN(C)Cc1cc(C(C)(C)c2cc(CN(C)C)c(O)c(CN(C)C)c2)cc(CN(C)C)c1O	/	5
26	CCOc1ccccc1Nc1cc(C)nc2nc(C)nn12	/	9
27	Cc1cc(C)n(-c2nc3c(c(=O)n(C)c(=O)n3C)n2Cc2cccc(Br)c2)n1	/	14
28	CCOC(=O)c1cc2c(=O)n(C)c3ccccc3c2s1	/	-13
29	CCOc1ccc(/C(O)=C2/C(=O)C(=O)N(CCN(CC)CC)C2c2ccco2)cc1 (stereo not drawn)	/	15
30	CCN(CC)C(=O)c1sc2nc(-c3cccs3)cc(-c3cccs3)c2c1N	/	-16

#	MRP reversal cytotoxicity	MRP reversal with doxorubicin
21	58	69
22	109	79
23	92	102
24	92	93
25	102	97
26	91	82
27	101	87
28	85	98
29	107	92
30	63	79

(listing goes on)
#	smiles	Bcl-B displacement	MRP reversal
31	O=C(C1CCCCC1)N1CC(=O)N2CCc3ccccc3C2C1 (stereo not drawn)	/	-7
32	OC[C@H]1O[C@@H](n2cnc3c(Nc4ccccc4)ncnc32)[C@H](O)[C@@H]1O	/	-15
33	CCOC(=O)C1=C(C)Nc2nc(C)nn2C1c1ccc(C)cc1 (stereo not drawn)	/	-1
34	CC(OC(=O)c1ccco1)C(=O)NCc1cccs1 (stereo not drawn)	/	-3
35	COC(=O)c1ccc(Oc2nc3ccccc3n3c(C)nnc23)cc1	/	10
36	CCOc1cc2[nH]c(=S)n(CCCN3CCN(C)CC3)c(=O)c2cc1OCC	/	0
37	Cc1cc(NC(=O)c2cc(C3CC3)on2)no1	/	2
38	NCc1ccc(S(N)(=O)=O)cc1	/	-2
39	COc1ccc(-c2nc(N3CCCC3)nc3nn4c(C)cc(C)nc4c23)cc1	/	-1
40	COc1c2occc2c(OC)c2c(=O)cc(C)oc12	/	5

#	MRP reversal cytotoxicity	MRP reversal with doxorubicin
31	91	98
32	73	88
33	82	82
34	85	88
35	101	91
36	95	95
37	104	102
38	84	86
39	87	87
40	84	80

Next entries
#	smiles	Bcl-B displacement	MRP reversal
41	COC(=O)c1ccc(N=c2sc(C(=O)OC)cc(=O)n2C)cc1	/	11
42	CN1C(=O)c2ccccc2C(C(=O)O)C1c1cccc(Cl)c1 (stereo not drawn)	/	2
43	CN(C)CCOC(c1ccccc1)c1ccccc1 (tested in a mixture with another compound)	/	5
44	COc1ccc(-n2ncc3c(N4CCCCC4)ncnc32)cc1	/	-16
45	CC(C)C[C@H](NC(=O)[C@@H]1O[C@H]1C(=O)O)C(=O)NCCCCN=C(N)N	/	10
46	CCOc1ccccc1N(CC)C(=O)Cn1ncc2c(=O)oc3ccccc3c21	/	7
47	CCc1cc(C(=O)Cc2ccc(F)cc2)c(O)cc1O	/	-7
48	CCN(c1ccccc1)c1cc(C)nc2ncnn12	/	11
49	O=C1N[C@@H](Cc2cnc[nH]2)C(=O)N2CCC[C@@H]12	/	-6
50	Cc1nn(-c2nc3ccccc3s2)c(C)c1Oc1ccccc1O	/	6

#	MRP reversal cytotoxicity	MRP reversal with doxorubicin
41	24	13
42	91	89
43	86	81
44	39	55
45	99	89
46	79	72
47	87	95
48	96	85
49	95	101
50	77	71

Another view of part of the listing above:
Under each structure – Bcl-B displacement, MRP reversal, MRP reversal cytotoxicity, MRP reversal with doxorubicin
11) CCCCNC(=O)C(C#N)c1nc2ccccc2nc1N1CCN(Cc2ccc3c(c2)OCO3)CC1 (stereo not drawn)
    /, 4, 88, 84
27) Cc1cc(C)n(-c2nc3c(c(=O)n(C)c(=O)n3C)n2Cc2cccc(Br)c2)n1
    /, 14, 101, 87

Additional compounds follow:
#	smiles	Bcl-B displacement	MRP reversal
51	O=C(CN1CCOc2ccccc21)N1CCCC1	/	8
52	COc1cc(-c2nnc(-c3ccco3)o2)ccc1OCc1ccccc1	/	-29
53	COC(=O)C1(C)Nc2ccccc2C(=O)N1c1ccccc1OC (stereo not drawn)	/	1
54	COc1ccc(N2CCN(Cc3nc4c(c(=O)[nH]c(=O)n4C)n3Cc3cccc(Cl)c3)CC2)cc1	/	-8
55	CCOc1ccc(Nc2cc(C)nc3nc(C)nn23)cc1	/	10
56	Brc1ccc(-c2noc(CCc3ccccc3)n2)cc1	/	14
57	Cc1ccccc1-n1c(Cn2c(=O)sc3ccccc32)nnc1SCC(=O)Nc1nccs1	/	4
58	CCOCC(=O)NCc1ccc2c(c1)cc(C)n2C	/	10
59	COCCNC(=O)CN1C(=O)COc2ccc(Cl)cc21	/	2
60	O=C(NS(=O)(=O)c1ccccc1Cl)c1ccc[nH]1	/	1

#	MRP reversal cytotoxicity	MRP reversal with doxorubicin
51	98	91
52	51	80
53	90	89
54	95	103
55	86	76
56	92	78
57	77	74
58	98	88
59	97	95
60	103	102

The listing continues.
#	smiles	Bcl-B displacement	MRP reversal
61	CC1CCCCC1NC(=O)c1nnc(Cc2ccc(Cl)cc2)o1 (stereo not drawn)	/	2
62	O=C(O)CCc1cc(I)c(Oc2ccc(O)c(I)c2)c(I)c1	/	-8
63	O=C(NCCN1CCOCC1)c1ccc2c(c1)ncn2C1CCCC1	/	13
64	CN(C)CCCN1C(=O)C(=O)/C(=C(/O)c2ccc(S(=O)(=O)N(C)C)cc2)C1c1ccncc1 (stereo not drawn)	/	3
65	Cc1cccc(-n2ncc3c(NCc4cccnc4)ncnc32)c1	/	13
66	O=C(Cn1c2c(c(-c3ccccc3)cc1=O)CCCC2)N1CCCCCC1	/	1
67	CC(C)CC(=O)Nc1ccccc1N1CCCC1	/	11
68	CCN(CC)C(=O)C1CCCN(c2ncnc3c2cnn3-c2ccc(Cl)cc2)C1 (stereo not drawn)	/	9
69	O=C1CC(c2nc3ccccc3[nH]2)CN1c1cccc(C(F)(F)F)c1 (stereo not drawn)	/	6
70	COC(=O)c1cc(-c2ccccc2)sc1NC(=O)c1cc(C)on1	/	-5

#	MRP reversal cytotoxicity	MRP reversal with doxorubicin
61	96	94
62	84	91
63	98	85
64	104	101
65	95	81
66	63	62
67	92	81
68	98	88
69	107	101
70	75	80

Next part
#	smiles	Bcl-B displacement	MRP reversal
71	CNCCC=C1c2ccccc2CCc2ccccc21	/	-7
72	CCCCN(CC)C(=O)Cn1cnc2ccc(S(=O)(=O)N3CCC(C)CC3)cc2c1=O	/	-8
73	Cc1ccnc(SCCn2c(Br)nc3c2c(=O)n(C)c(=O)n3C)n1	/	9
74	CC1CCc2c(sc3nc(C4CC4)nc(SCC(=O)NCc4ccco4)c23)C1 (stereo not drawn)	/	-5
75	COC(=O)C1=C(N)Oc2cc(C)oc(=O)c2C1c1ccncc1 (stereo not drawn)	/	-6
76	COC(=O)Oc1ccc(/C=N/NC(=O)CN(c2ccccc2Br)S(C)(=O)=O)cc1OC	-9%	/
77	C/C(=C\C(=O)c1ccccc1)Nc1ccc(Br)c(Cl)c1	-6%	/
78	CC(NC(=O)/C(C#N)=C/c1ccc(C(=O)O)cc1)c1ccccc1 (stereo not drawn)	0%	/
79	Cc1ccc(/C=N/N2CCN(Cc3cccc4ccccc34)CC2)s1	-3%	/
80	Cc1c(NC(=O)/C=C/c2cn(-c3ccccc3)nc2-c2ccc(F)cc2)c(=O)n(-c2ccccc2)n1C	-1%	/
81	O=C1c2cccc3cccc(c23)C(=O)N1CC1CCN(CC(O)COc2ccc3ccccc3c2)CC1 (stereo not drawn)	0%	/

#	MRP reversal cytotoxicity	MRP reversal with doxorubicin
71	48	55
72	92	99
73	94	85
74	71	76
75	91	96
76	/	/
77	/	/
78	/	/
79	/	/
80	/	/
81	/	/

Grouped by structure, those above with an NH in an aromatic ring.
#	smiles	Bcl-B displacement	MRP reversal
3	CCN(CC)CCCN(Cc1cc2cc(OC)ccc2[nH]c1=O)C(=O)Nc1ccccc1	/	-4
5	Cc1cc2cc(CNC(=O)c3ccc(S(=O)(=O)N4CCOCC4)cc3)ccc2[nH]1	/	13
13	O=C(CCc1nc2ccccc2[nH]1)N1CCN(C(=O)c2ccco2)CC1	/	11
17	O=C(NCCc1c[nH]c2ccccc12)c1cnc2n(c1=O)CCS2	/	-6
19	Cc1cc(C(=O)O)c(CSc2ncn[nH]2)o1	/	0
20	CCSc1nnc(Cc2cc(=O)[nH]c(=O)[nH]2)n1-c1ccc(Cl)cc1	/	-3
21	Cc1cccc2nc(CSc3nc4[nH]ncc4c(=O)n3-c3ccccc3Cl)cc(=O)n12	/	-10
22	Cc1c(C(=O)N2CCCC2)oc2c1-c1[nH]ncc1CC2	/	30
36	CCOc1cc2[nH]c(=S)n(CCCN3CCN(C)CC3)c(=O)c2cc1OCC	/	0
49	O=C1N[C@@H](Cc2cnc[nH]2)C(=O)N2CCC[C@@H]12	/	-6
54	COc1ccc(N2CCN(Cc3nc4c(c(=O)[nH]c(=O)n4C)n3Cc3cccc(Cl)c3)CC2)cc1	/	-8
60	O=C(NS(=O)(=O)c1ccccc1Cl)c1ccc[nH]1	/	1

#	MRP reversal cytotoxicity	MRP reversal with doxorubicin
3	89	93
5	82	68
13	98	87
17	74	80
19	96	96
20	92	95
21	58	69
22	109	79
36	95	95
49	95	101
54	95	103
60	103	102

#	smiles	Bcl-B displacement	MRP reversal
69	O=C1CC(c2nc3ccccc3[nH]2)CN1c1cccc(C(F)(F)F)c1 (stereo not drawn)	/	6

#	MRP reversal cytotoxicity	MRP reversal with doxorubicin
69	107	101
